GAA inhib: qHTS Assay for Inhibitors of Human alpha-Glucosidase as a Potential Chaperone Treatment of Pompe Disease; Lysosomal alpha-glucosidase (Homo sapiens), P10253; purified human GAA, 4-MU-alpha-glucoside fluorescence; Potency, µM (series often up to 76.9 µM), inactives show at the highest dose activity change, negative = inhibition, usual class: inhibitors; actives 0.005% (n = 200,000);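 also: potency is read from the fitted curve at half-maximal effect; plate controls were uninhibited enzyme wells for no effect and no-enzyme background for full effect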
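AC50 values come from Hill fits of compound titrations (up to 77 uM) against 4 nM human enzyme. Substrate 4-methylumbelliferyl-alpha-D-pyranoside at 400 uM, pH 5.0 citrate buffer, 20 min room temperature; fluorescence Ex 365/Em 440 after alkaline stop.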
HTT ATP protect: qHTS Multiplex Assay to Identify Dual Action Probes in a Cell Model of Huntington: Cytoprotection (ATP); PC12 HTT-Q103 induced, cytoprotection, ATP luminescence, 40 h; actives 0.14% (n = 230,000); Potency, µM (top dose mostly 56.4 µM), inactives show cytoprotection (ATP increase), hits mostly activators;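 also: potency is read from the fitted curve at half-maximal effect; % of control where 0% means no effect; nearly all actives have a fitted effect of over 45% in size; toxic huntingtin expression switched on by the ecdysone agonist tebufenozide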
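Rat PC12, Q103 Htt exon1-GFP fusion, ecdysone promoter; tebufenozide inducer 100 nM final; compound titration; qHTS, 1500 cells/well; ATPlite luminescent read.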
LMNA splice mod: qHTS Assay for Modulators of Lamin A Splicing. HeLa LMNA splicing GFP/RFP minigene ratio, 48 h. Potency, µM (highest dose often 46.1 µM), without a hit: at the top dose ratio change, negative = inhibition, most hits filed as inhibitors. actives 0.01% (n = 200,000). AID 1487, 2009; active = well fitted inhibition curve with a large enough effect in the signal ratio, with a control signal flat, not every such curve was filed as active; inconclusive = small, poorly fitted or top-dose-only effect, or effect the other way, or a change in a side signal; the % refers to the signal ratio; also: potency is read from the fitted curve at half-maximal effect; % is scaled to controls: 0 for no effect and ±100 for the full control effect
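S3 HeLa stable clones carrying a lamin A-EGFP splicing minigene plus DsRed2 were seeded at 600 cells/well in Opti-MEM with 2% FBS, pin-dosed and incubated 48 h at 37°C. Acumen cytometry (488 nm) gave the GFP/RFP total-intensity ratio.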
GAA spleen mod: qHTS Assay for Inhibitors and Activators of Human alpha-Glucosidase From Spleen Homogenate. AID 2112, 2009. Lysosomal alpha-glucosidase (Homo sapiens), P10253. human spleen homogenate, 4-MU-alpha-glucoside fluorescence. actives 0.006% (n = 240,000). Potency, µM (titrated, usually from 79.9 µM), without a hit: at the top dose activity change, negative = inhibition, most hits filed as inhibitors;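 also: potency is read from the fitted curve at half-maximal effect; 0% = enzyme with vehicle and -100% = no enzyme basal signal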
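Human spleen homogenate (1 ug) incubated with compounds and 1 mM 4-methylumbelliferyl-alpha-D-glucopyranoside in pH 5.0 citrate/phosphate buffer, 37 C, 40 min. Stopped at pH 10; 4-MU fluorescence (Ex 365/Em 440 nm); AC50 by Hill fit.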
GAA glycogen: qHTS Assay for Inhibitors and Activators of Human alpha-Glucosidase Cleavage of Glycogen; recombinant GAA, glycogen substrate, Amplex Red glucose oxidase fluorescence; Lysosomal alpha-glucosidase (Homo sapiens), P10253; actives 0.38% (n = 300,000); Potency, µM (series often up to 76.4 µM), without a hit: top-dose activity change, negative = inhibition, usual class: inhibitors; AID 2100, 2009;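 also: potency is read from the fitted curve at half-maximal effect; 0% = full enzyme reaction and -100% = no-enzyme basal signal; the screen sought inhibitors and activators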
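Recombinant enzyme (4 nM final) with compounds titrated up to 77 uM and bovine liver glycogen (30 ug) in citrate pH 5.0, 0.01% Tween-20, 37 C 40 min. Released glucose detected by Amplex Red/glucose oxidase (Ex 573/Em 610); AC50 from Hill fits.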
CBFb-RUNX1 inh: qHTS Assay for Compounds Blocking the Interaction Between CBF-beta and RUNX1 for the Treatment of Acute Myeloid Leukemia | Runt-related transcription factor 1 (Homo sapiens) + Core-binding factor subunit beta … | AlphaScreen CBFb-His/RUNX1-biotin binding, biochemical | Potency, µM (doses to about 59.8 µM), without a hit: at the top dose activity, negative = inhibition, hits mostly inhibitors | 230,000 tested, under 10 active | AID 1477, 2009; also: % of control where 0% means no effect
Target sequence (Q01196 whole entry, looked up): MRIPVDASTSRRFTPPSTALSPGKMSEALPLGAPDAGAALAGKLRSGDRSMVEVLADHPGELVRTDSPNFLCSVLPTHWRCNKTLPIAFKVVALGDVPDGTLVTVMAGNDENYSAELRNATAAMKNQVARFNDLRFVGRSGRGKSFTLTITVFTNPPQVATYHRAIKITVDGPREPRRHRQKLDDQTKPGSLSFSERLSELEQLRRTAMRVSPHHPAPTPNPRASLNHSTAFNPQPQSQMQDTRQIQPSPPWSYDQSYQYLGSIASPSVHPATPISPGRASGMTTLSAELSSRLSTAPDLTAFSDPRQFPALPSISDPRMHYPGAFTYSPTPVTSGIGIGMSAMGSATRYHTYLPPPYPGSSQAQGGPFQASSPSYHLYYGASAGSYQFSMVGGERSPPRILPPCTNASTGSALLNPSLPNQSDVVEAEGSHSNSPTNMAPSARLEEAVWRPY
Target sequence (Q13951 whole entry, looked up): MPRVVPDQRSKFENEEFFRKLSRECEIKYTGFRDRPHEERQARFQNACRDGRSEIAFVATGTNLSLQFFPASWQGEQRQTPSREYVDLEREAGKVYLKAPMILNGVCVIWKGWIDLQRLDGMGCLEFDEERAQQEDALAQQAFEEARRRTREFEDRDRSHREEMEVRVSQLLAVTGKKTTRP
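CBF-beta (His) and RUNX1 (biotin), 30 nM each; 20 min preassociation; + compound, 15 min; + beads 50 ng each (Ni, streptavidin), 90 min; RT; AlphaScreen read.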
HTT aggregate: qHTS Multiplex Assay to Identify Dual Action Probes in a Cell Model of Huntington: Aggregate Formation (GFP); PC12 HttQ103-GFP aggregates, Acumen cytometry, 40 h; Potency, µM (highest dose often 46.1 µM), without a hit: at the top dose activity change, negative = inhibition, usual class: inhibitors; actives 1.1% (n = 220,000); AID 1688, 2009; also: potency is read from the fitted curve at half-maximal effect; % is scaled to controls: 0 for no effect and ±100 for the full control effect; nearly all actives have a fitted effect of over 60% in size
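Read-out: GFP aggregate count by laser scanning cytometer (488 nm excitation, 500-530 nm emission, 1–25 µm objects >6 SD above background). Cells: PC12, inducible HTTex1-Q103-GFP, 100 nM tebufenozide; compounds titrated.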
* = called active by the depositor; ? = inconclusive; . = no result given; & = joins results of further samples; [ ] = another dose, or the depositor's remark. Unless noted, calls follow the shape of the dose curve; as a rule, active = well fitted curve in the direction sought with a large enough effect; inconclusive = small, poorly fitted or top-dose-only effect, or another doubt; inactive = no such curve, though single readings can be large; an effect the other way counts as inactive or inconclusive. Compounds as they come; about 1.5% have a hit in one of these screens.

SMILES	GAA inhib	HTT ATP protect	LMNA splice mod	GAA spleen mod	GAA glycogen	CBFb-RUNX1 inh	HTT aggregate
Cc1ccsc1/C=N/Nc1ncc(Cl)cc1Cl	?	-46%[inhibitor]	-21%	0%	?	-2%	?
COc1ccccc1CC(=O)Nc1cccc(C(=O)NN2C(=O)c3ccccc3C2=O)c1	-1%	-12%[10 µM]	-7%	0%	-6%	0%	-11%
O=C(Cn1cc2c(n1)CCCCC2)Nc1ccccc1Br	.	20%[10 µM]	.	9%	1%	7%	-12%[9.22 µM]
CC(C)(C)c1ccc(/C=N/NC(=O)C(=O)NCCCN2CCOCC2)cc1	-7%	-40%[10 µM]	14%	8%	-6%	-11%	12%
COc1ccc(-c2nc3n(c2Br)CCC3)cc1	3%	-44%[inhibitor]	12%	-5%	-1%	-18%	-27%
Cc1cc(C)n(CC(=O)NC2CCCCC2)n1	2%	-6%	8%	-5%	5%	6%	10%
CSc1nn(CCc2ccncc2)c(=S)s1	-4%	5%	?	-2%	6%	-1%	7%
CC(=O)C1=C(O)C(=O)N(Cc2cccnc2)C1c1ccccc1Cl (stereo not drawn)	-3%	14%	5%	-5%	4%	7%	1%
CCOc1cc(-c2cc(-c3ccc(OC)cc3)nc(N)c2C#N)ccc1O	4%	-8%	8%	-3%	7%	-3%	-2%
CC1CCC(C(C)C)C(OC(=O)COC(=O)c2cc(O)ccc2N)C1 (stereo not drawn)	13%	-1%[10 µM]	-2%	-6%	?	-20%	-8%
Cc1ccc(C(=O)N(CN2CCCC2=O)c2ccc(F)cc2)cc1C	4%	-1%[10 µM]	3%	5%	-9%	0%	-4%
COCCNc1ncnc2ccc(-c3ccccc3C(F)(F)F)cc12	.	-46%[inhibitor]	6%	7%	.	.	.
Cc1ccc(C(=O)C2CCN(CC(=O)NC3CCCCC3)CC2)cc1	-3%	8%[10 µM]	?	-7%	-4%	7%	-16%
CCCCc1cc2c(cn1)=C(OC(=O)c1cnc3ccccc3n1)C(C)(OC(=O)CC)C(=O)C=2 (stereo not drawn)	.	-5%&-17%[10 µM]	-1%[9.22 µM]	-6%[17.4 µM]	-7%	4%[13.1 µM]	4%[9.22 µM]
O=C(CS(=O)(=O)c1c[nH]c2ccccc12)Nc1ccc2c(c1)OCCO2	2%	13%[10 µM]	-8%	-5%	1%	10%	2%
NS(=O)(=O)c1ccc(CCNc2ncnc3sccc23)cc1	7%	-2%	?	-6%	1%	4%	?
COc1ccc(O)c(-c2cn[nH]c2-c2cccs2)c1	-5%	2%	-12%	-4%	?	-9%	-17%
NCCCNCCCCNCCCN	.	-6%	?	4%&8%&-4%	.	?	.
COc1ccccc1N1CCN(C(=O)CNC(=O)c2cn(-c3ccccc3OC)c(=O)c3ccccc23)CC1	-7%	13%[10 µM]	4%[9.22 µM]	2%	-5%	11%	-12%
O=C(Nc1cccc(Cl)c1)c1cc(S(=O)(=O)NCCc2ccc(Cl)cc2)ccc1F	-15%	-4%[10 µM]	?	-10%	-12%	-5%	0%
CCCCCCCN1C/C=C\C(c2ccc(OC)cc2)N(Cc2ccc(F)cc2)C(=O)[C@H]1Cc1ccccc1 (stereo partly drawn)	.	11%[10 µM]	.	-9%	-2%	15%	2%[9.22 µM]
CCC(CC)(CC(=O)Nc1cccc(/C=C/c2nc(C3CCC3)cs2)c1)C(=O)O	.	-194%[inhibitor]	.	-3%	.	26%	-1%
CCCCN(CC)C(=O)c1ccc(Cl)c(Cl)c1	-5%	4%	3%	-3%	-6%	9%	-23%
O=C(NCc1cn(-c2ccccc2)nc1-c1ccccc1)c1cccc([N+](=O)[O-])c1	5%	13%[10 µM]	?	3%	1%	4%	-14%
COc1ccc(C(=O)CSc2ccccc2C(=O)O)cc1	5%	-66%[inhibitor]	-4%[46 µM]	.	3%	10%	11%
COc1cc2cc(/C=C/C(=O)c3ccco3)c(Cl)nc2cc1OC	-2%	-75%[inhibitor]	?	-1%	5%	-8%	12%
C/C(=N/N1CCN(Cc2cccc3ccccc23)CC1)c1cccnc1	9%	?	?	-4%	?	-8%	21%
COc1ccc(Cl)cc1N(C)C(=O)CCc1nc(-c2ccc(C)cc2)no1	-3%	-38%[inhibitor]	?	-3%	-3%	9%	?
Cc1cccc(OC(=O)CN2C(=O)C3C4CCC(C4)C3C2=O)c1C (stereo not drawn)	?	4%	-5%	-24%	2%	2%	5%
CN(C)CCNC(=O)Nc1cccc(Cl)c1Cl	-2%	23%[10 µM]	-2%	3%	6%	1%	-5%
CCOC(=O)C1CCCN(C(=O)c2ccccc2SCCOC)C1 (stereo not drawn)	-13%	-7%	12%	-6%	-2%	2%	14%
CS(=O)(=O)N(CC(=O)Nc1ccccc1Sc1ccccc1)c1ccc(F)cc1	2%	-21%	?	8%	-10%	7%	3%
COC(=O)c1ccc(-c2nc3cc(Cl)c(N)cc3s2)cc1	3%	-30%[10 µM]	-8%	-13%	8%	15%	5%
CCOC(=O)Cn1c(C)[n+](C)c2cc(Cl)c(Cl)cc21	5%	-16%	12%[9.22 µM]	6%	5%	1%	6%
CCC(C(=O)NCc1ccco1)N(Cc1cccs1)C(=O)CNS(=O)(=O)c1ccccc1 (stereo not drawn)	1%	11%	4%	-5%	6%	-1%	2%
C/C(=C(/CCO)SSC[C@@H]1CCCO1)N(C=O)Cc1cnc(C)nc1N	.	1%[40.3 µM]	6%	3%[29.1 µM]	.	-6%[21.7 µM]	.
Cc1nc2oc(C(=O)c3ccccc3)c(N)c2c2c1COC(C)(C)C2	-4%	-9%[10 µM]	-6%	-1%	-5%	-7%	4%
Cc1c(C(=O)O)sc2nc(SCC(=O)Nc3ccc(S(=O)(=O)NCCCC(=O)O)cc3)[nH]c(=O)c12	-13%	-25%	-14%[46 µM]	-2%	-4%	10%	-11%
COC(=O)CSc1nc(N2CCOCC2)c2c(c1C#N)CCCC2	.	8%[10 µM]	.	-5%	-2%	11%	7%[9.22 µM]
CN(C)S(=O)(=O)c1ccc(NC(=O)CN2CCN(C(c3ccccc3)c3ccccc3)CC2)cc1	-10%	-16%	4%	3%	2%	5%	?
CN(C)C(=O)c1c([N+](=O)[O-])c(C(C)(C)C)nn1C	-2%	3%[10 µM]	8%	13%	3%	14%	27%
O=C1c2ccccc2C(=O)C1(CO)c1ccccc1	2%	-5%	.	6%	?	-11%	-5%
COc1ccc(NC(C)(C)c2nnnn2-c2c(C)cccc2C)cc1	-4%	5%[10 µM]	.	6%	-17%	4%	-9%[9.22 µM]
CCOC(=O)c1[nH]c2cc(OC)c(OC)cc2c1NC(=O)CN(C)C1CCCCC1	-10%	-12%	2%	3%	-1%	0%	13%
Cc1cccc(-n2c(C)cc(/C=N\NC(=O)c3cccs3)c2C)c1	-1%	-9%[1.9 µM]	?	-5%	2%	-1%	-3%
CCOc1cc(C#N)c(NC(=O)c2ccco2)cc1OCC	8%	-41%[inhibitor]	?	-8%	7%	4%	-11%
O=C(CSCc1ccc(C(=O)O)cc1)Nc1ccccc1	?	?	5%[46 µM]	10%	-5%	12%	29%[9.22 µM]
O=C(O)CCC(=O)Nc1ccccc1C(=O)NCc1ccccc1	?	-12%[10 µM]	-3%	-4%	3%	9%	17%
COc1cccc(/C=N/NC(=O)c2ccoc2C)c1O	.	-64%[inhibitor][10 µM]	.	5%	5%	-4%	?
CCN(CC(=O)NC1CCS(=O)(=O)C1)Cc1nc2c(Br)cc(Br)cc2c(=O)[nH]1 (stereo not drawn)	3%	1%[10 µM]	-5%[46 µM]	-15%	-6%	-17%	-2%
CC1(C)CC(=O)C2=C(C1)N(Cc1ccccc1)C(=O)C2(O)C(F)(F)F (stereo not drawn)	3%	-9%	2%	-15%	-1%	8%	1%
CCc1nc(NCCc2ccccn2)c2nnn(Cc3ccccc3F)c2n1	-17%	-11%[10 µM]	?	3%	2%	-1%	14%[9.22 µM]
CC(=O)Nc1ccc(Nc2nc(-c3ccccc3)nc3ccccc23)cc1	0%	-42%[inhibitor]	.	1%	-11%	-2%	-28%
CCOC(=O)C1=C(C)NC(C)=C(C(=O)OCC)C1c1ccc([N+](=O)[O-])s1	-2%	-3%[10 µM]	.	-4%	-10%	-6%	-11%[9.22 µM]
O=C(COC(=O)CCCN=C1NS(=O)(=O)c2ccccc21)NC(=O)NC1CCCC1	-3%	-20%	.	4%	-3%	-4%	6%
Cc1cc2ccccc2c(=O)n1CC(=O)NCC(=O)N(C)C1CCCCC1	0%	2%	-9%	-1%	-4%	1%	-7%
OCC1(CO)COC2(CCCC2)N1	-2%	-1%[0.074 µM]	-5%	-10%&-9%	-2%&1%	5%&7%	-1%
CN(Cc1nc(-c2cnccn2)no1)CC1CCN(Cc2ccccc2)CC1	6%	8%[10 µM]	.	2%	-11%	0%	12%[9.22 µM]
COc1ccc(C(=O)CC(=O)c2ccccc2O)cc1OC	?	-67%[inhibitor]	.	-1%	-7%	0%	11%[9.22 µM]

Look-ups from above.
Cc1cc2ccccc2c(=O)n1CC(=O)NCC(=O)N(C)C1CCCCC1 in GAA inhib: 0%
CCN(CC(=O)NC1CCS(=O)(=O)C1)Cc1nc2c(Br)cc(Br)cc2c(=O)[nH]1 (stereo not drawn) in CBFb-RUNX1 inh: -17%
COc1cccc(/C=N/NC(=O)c2ccoc2C)c1O in GAA glycogen: 5%

Bioassay records (PubChem)
